# H69AR inhibit – proliferation blockers of H69AR lung cancer cells, primary screen, cell-based, human, 86K library; H69AR lung tumor viability, ATP luminescence, 72 h; stronger effect = lower value; viability, % at 10 µM; 6% of 85,000 active; AID 598, 2007;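 active = viability at or below 40%; inactive = viability above 40%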;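 also: multidrug resistant small cell line overexpressing MRP-1 efflux transporter; 100% = mean luminescence of untreated control wells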
# DAT uptake mod – changed hDAT dopamine uptake under cocaine IC80, either direction, primary screen, cocaine antagonist project, cell-based, LLC-PK1 hDAT, [14C]-dopamine uptake, MLSMR; Sodium-dependent dopamine transporter (Homo sapiens), Q01959; LLC-PK1 hDAT cells, [14C]-dopamine uptake with cocaine IC80; actives deviate in either direction; B-score at 10 µM; 1.3% of 110,000 active; AID 449768, 2010;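 active = Z score or B-score, a plate-position-corrected score, falls beyond the plate's 99.7% confidence bounds, in either direction; inactive = both scores lie inside the 99.7% bounds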;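 also: scored against the spread of the other compound wells on the same plate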
# Target sequence (Q01959 whole entry, looked up): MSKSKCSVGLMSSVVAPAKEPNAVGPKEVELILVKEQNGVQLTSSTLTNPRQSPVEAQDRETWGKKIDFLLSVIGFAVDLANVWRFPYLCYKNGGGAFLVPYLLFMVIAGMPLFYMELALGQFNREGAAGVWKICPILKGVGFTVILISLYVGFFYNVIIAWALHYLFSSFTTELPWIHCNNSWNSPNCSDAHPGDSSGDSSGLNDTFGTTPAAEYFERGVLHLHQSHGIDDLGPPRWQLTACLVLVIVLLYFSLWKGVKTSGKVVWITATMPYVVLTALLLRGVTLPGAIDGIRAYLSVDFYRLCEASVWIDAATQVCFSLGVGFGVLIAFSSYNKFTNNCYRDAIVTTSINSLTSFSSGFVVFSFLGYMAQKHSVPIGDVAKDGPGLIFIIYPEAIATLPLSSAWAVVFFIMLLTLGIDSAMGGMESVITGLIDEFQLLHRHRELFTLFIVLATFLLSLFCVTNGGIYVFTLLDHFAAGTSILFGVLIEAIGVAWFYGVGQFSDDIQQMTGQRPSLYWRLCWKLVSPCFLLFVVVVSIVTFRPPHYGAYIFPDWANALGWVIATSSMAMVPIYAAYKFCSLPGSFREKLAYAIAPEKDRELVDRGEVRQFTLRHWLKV
# S1P2 agonist – S1P2 receptor agonists, primary screen, cell-based; S1P2-expressing cell line, agonist reporter read-out; 0.46% of 97,000 active; Sphingosine 1-phosphate receptor 2 (Homo sapiens), O95136; AID 729, 2007; activation, % at 4.5 µM; in the data active = activation above about 16%;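 also: 0% = vehicle low control and 100% = maximal reference agonist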
# Target sequence (O95136 whole entry, looked up): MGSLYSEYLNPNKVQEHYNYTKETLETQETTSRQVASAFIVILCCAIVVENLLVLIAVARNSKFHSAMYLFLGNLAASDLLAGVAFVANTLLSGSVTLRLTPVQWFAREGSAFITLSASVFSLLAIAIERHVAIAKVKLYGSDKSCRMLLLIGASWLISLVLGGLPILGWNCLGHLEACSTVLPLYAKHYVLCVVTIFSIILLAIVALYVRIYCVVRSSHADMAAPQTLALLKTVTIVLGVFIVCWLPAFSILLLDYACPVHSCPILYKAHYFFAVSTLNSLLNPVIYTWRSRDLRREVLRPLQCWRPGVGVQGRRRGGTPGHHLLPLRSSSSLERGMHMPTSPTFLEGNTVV
# Lung fibro prol – antiproliferative effect on LL 47 fibroblasts – human, LL 47 cells, CellTiter-Glo luminescence, primary screen; AID 719, 2007; 1.1% of 85,000 active; LL 47 human lung fibroblast viability, ATP luminescence; stronger effect = lower value; viability, % at 10 µM;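 active = viability at or below 50% in the single dose screen; inactive = viability above 50%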;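 also: compound exposure lasted 72 h before the ATP readout; 100% = median luminescence of untreated cell-only wells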
#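 Test system: LL 47 human lung fibroblasts / Quantity: 1,150 cells in each well / Medium: IMEM growth medium with 15% fetal bovine serum / Incubation: 72 h compound exposure at 37 °C after overnight plating / Detection: CellTiter-Glo luminescence measuring cellular ATP / Read-out: % viability versus median cells-only luminescence / Benchmarks: cell-only wells, no compound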
# PostGolgi yeast – phenotypic screen on post-Golgi transport, primary screen; 0.9% of 98,000 active; post-Golgi transport phenotypic cell assay; inhibition, % at 10 µM;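 also: yeast cells grown in 1536-well plates; yeast grown about 18 h at 30C before absorbance read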
# E coli WT exp – growth inhibitors of wild-type E. coli, primary screen, strain BW25113, expanded library, OD600 | growth inhibition, % at 100 µM | 0.15% of 98,000 active | OD600 absorbance;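 active = growth inhibition above about 50% at one test dose, limit read from the data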;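 also: growth measured after 20 h incubation at 37 °C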
# PostGolgi ctrl – growth inhibition of yeast control strain, primary screen, counter-screen for post-Golgi transport modulator project. efflux-deficient yeast background strain, growth absorbance A615, 16 h. inhibition, % at 10 µM. 5% of 98,000 active
# S1P2 blocker – human S1P2 receptor antagonists, primary screen, cell-based. cell-based S1P2 antagonist assay, inhibition at 5 uM. inhibition, % at 5 µM. 0.21% of 97,000 active; in the data active = inhibition above about 45%;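 also: CRE beta-lactamase reporter cells expressing human S1P2 stimulated with S1P; 0% = agonist at EC80 alone and 100% = agonist plus reference antagonist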
# HUVEC inhibit – inhibitors of HUVEC proliferation, primary screen, cell-based, 384-well | 1.1% of 86,000 active | viability, % at 10 µM (by protocol) | AID 648, 2007 | CellTiter-Glo luminescence, 72 h; stronger effect = lower value;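 active = viability at or below 30%; inactive = viability above 30%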;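 also: 100% = median luminescence of DMSO-only cell control wells on each plate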
# An asterisk follows results filed as active; . = not tested or not shown. Rule as the data show it, unless noted: active = inhibition above about 30%; inactive = the rest.
(1) CCOc1ccc(C2=C/C(=C/c3cccnc3)C(=O)O2)cc1
(2) CCOC(=O)Cc1nnc(NC(=O)C(CC)Sc2nc(C)cc(=O)[nH]2)s1 (configuration not stated)
(3) Cc1cc(C(F)(F)F)n(-c2nc(C(=O)Nc3ccccc3Oc3ccccc3)cs2)n1
(4) Cn1c2c(c(=O)n(C)c1=O)C(NC(=O)c1cccs1)(C(F)(F)F)C(=O)N2 (configuration not stated)
(5) O=C(COCC(=O)Nc1cccc(C(F)(F)F)c1)Nc1cccc(C(F)(F)F)c1
(6) COc1cc(C(=O)OCC(=O)Nc2ccc(F)cc2F)cc(OC)c1OC
(7) O=C(COC(=O)c1ccc(S(=O)(=O)N2CCCC2)cc1)NCc1ccc(Cl)cc1
(8) COc1cc2cc(CN(Cc3nnnn3Cc3ccco3)C3CCCCC3)c(=O)[nH]c2cc1OC
compound no.,1,2,3,4,5,6,7,8
H69AR inhibit,.,91,.,92,.,.,.,49
DAT uptake mod,0.61,1.3,-1.2,-0.61,-0.16,0.49,-0.24,3*
S1P2 agonist,-6,.,-2,-3,-4,-2,-2,-2
Lung fibro prol,.,98,.,104,.,.,.,90
PostGolgi yeast,5,6,-5,-2,3,0,5,0
E coli WT exp,9,1,-9,-5,1,1,-9,3
PostGolgi ctrl,23,-6,4,9,43*,-2,0,8
S1P2 blocker,-6,.,-3,6,-2,-18,-48,21
HUVEC inhibit,.,97,.,102,.,.,.,84

(9) CCOC(=O)NC(=O)/C(C#N)=N/Nc1ccc(F)cc1
(10) Cc1c(NC(=O)c2ccc(Br)o2)cccc1C(=O)O
(11) Cc1occc1C(=O)NC(C)c1ccc2c(c1)OCO2 (configuration not stated)
(12) COc1cc(NC(=O)CSc2nc3ccccc3c(=O)n2C)ccc1NC(=O)c1ccco1
(13) COc1ccccc1NS(=O)(=O)c1cccc(C(=O)NN)c1
(14) CCC(C)NC(=O)c1cc(-c2ccc(OC)cc2)on1 (configuration not stated)
(15) CCOC(=O)C1=C(NC(=S)NC(=O)c2ccccc2)c2ccccc2CC1C(C)C (configuration not stated)
(16) COc1ccc(-c2cc(C(=O)Nc3sc4c(c3C#N)CCCC4)c3ccccc3n2)cc1OC
compound no.,9,10,11,12,13,14,15,16
H69AR inhibit,.,94,.,24*,95,95,.,.
DAT uptake mod,-0.63,-0.66,-1.7,1.2,-0.56,-0.22,-0.38,0.028
S1P2 agonist,-1,-4,-2,-3,-9,-3,-8,-9
Lung fibro prol,.,98,103,71,104,92,.,.
PostGolgi yeast,2,1,14,-5,-3,-8,14,-2
E coli WT exp,-4,2,-1,-2,8,-3,-7,-16
PostGolgi ctrl,0,-3,7,1,0,0,14,-3
S1P2 blocker,18,-14,16,-27,17,-6,-1,13
HUVEC inhibit,.,102,103,50,109,101,.,.

# Taken from above.
# Reading for no. 16 under S1P2 agonist: -9
# Reading for no. 12 under HUVEC inhibit: 50
# Reading for no. 11 under PostGolgi yeast: 14

# (cont.)
(17) Cc1ccc(CNC(=O)Cn2cccc2C(=O)c2ccccc2)cc1
(18) Cn1cc(-c2nnc(-c3ccccc3)o2)c2ccccc21
(19) CCOc1cc(CNc2ccccc2)cc(Br)c1OCc1ccccc1F
(20) CCOC(=O)C1C(=O)CC(C)(O)C(C(=O)OCC)C1c1cccc(OC)c1 (configuration not stated)
(21) COc1ccccc1-n1cnnc1SCC(=O)Nc1ncc(Cl)cc1Cl
(22) Cc1cc(C)n(-c2nc3c(c(=O)[nH]c(=O)n3C)n2C)n1
(23) CCC1CCCCN1C(=O)CSc1nnc(-c2ccc(Cl)cc2)o1 (configuration not stated)
(24) Cc1c2c(nc3c(C(=O)NC4CCCCC4C)cnn13)CCCC2 (configuration not stated)
compound no.,17,18,19,20,21,22,23,24
H69AR inhibit,97,54,.,79,89,82,75,71
DAT uptake mod,-0.025,0.13,-0.3,0.74,2.1,0.26,0.21,.
S1P2 agonist,1,-5,-5,-10,0,.,-4,3
Lung fibro prol,110,59,.,94,102,101,99,90
PostGolgi yeast,27,0,3,1,28,-1,-20,-2
E coli WT exp,1,-9,-5,2,-3,7,-2,2
PostGolgi ctrl,-4,2,4,10,-1,0,8,56*
S1P2 blocker,-6,-5,-1,3,-10,.,-4,-19
HUVEC inhibit,97,18*,.,99,97,102,98,99

(25) CCOC(=O)c1cc2sccc2n1Cc1ccc(C#N)cc1
(26) O=S(=O)(NCCSc1ccc(Cl)cc1)c1ccc(F)cc1
(27) O=C(Cn1c(C(F)(F)F)nc2ccccc21)Nc1ccccc1N1CCOCC1
(28) CS(=O)(=O)N(CCc1ccccc1)CC(=O)N1CCc2ccccc2C1
(29) CN1C(=S)SC(/[N+]([O-])=C\c2ccccc2)C1(C)C (configuration not stated)
(30) CC(OC(=O)c1cc2sccc2n1C)C(=O)NCc1cccs1 (configuration not stated)
(31) Cc1cccc(/C=C/C(=O)c2cc(Br)ccc(=O)c2O)c1
(32) COc1ccc(Cn2nnnc2C(C(C)C)N2CCc3ccccc32)cc1 (configuration not stated)
compound no.,25,26,27,28,29,30,31,32
H69AR inhibit,.,87,64,84,74,96,.,75
DAT uptake mod,-0.67,-0.13,0.81,0.18,-1.4,-0.038,-0.42,0.35
S1P2 agonist,-7,-6,-3,2,-7,-9,-4,-11
Lung fibro prol,71,102,102,97,98,109,.,87
PostGolgi yeast,2,-1,6,-6,15,7,-1,-1
E coli WT exp,-22,21,0,5,3,7,27,-4
PostGolgi ctrl,34*,19,11,6,6,10,0,28
S1P2 blocker,-5,-8,-8,11,8,-11,-5,-2
HUVEC inhibit,91,89,106,93,89,101,.,80

# Entries from the list above with bromine:
(10) Cc1c(NC(=O)c2ccc(Br)o2)cccc1C(=O)O
(19) CCOc1cc(CNc2ccccc2)cc(Br)c1OCc1ccccc1F
(31) Cc1cccc(/C=C/C(=O)c2cc(Br)ccc(=O)c2O)c1
compound no.,10,19,31
H69AR inhibit,94,.,.
DAT uptake mod,-0.66,-0.3,-0.42
S1P2 agonist,-4,-5,-4
Lung fibro prol,98,.,.
PostGolgi yeast,1,3,-1
E coli WT exp,2,-5,27
PostGolgi ctrl,-3,4,0
S1P2 blocker,-14,-1,-5
HUVEC inhibit,102,.,.

# Next section:
(33) NC(=O)C1=NOC(CNc2ncc(C(F)(F)F)cc2Cl)C1 (configuration not stated)
(34) Nc1cccc(-n2nncc2-c2ccccc2)c1
(35) Cc1cccc(NC(=S)NNC(=O)c2csc(C(C)C)c2)c1
(36) O=C(c1cccs1)N(C(=O)c1cccs1)c1ccc(Br)cn1
(37) CC1(C)Cc2ccccc2-c2nnc(-c3cccnc3)n21
(38) COc1ccccc1S(=O)Cc1ccc(C(=O)O)o1 (configuration not stated)
(39) Cc1cc(C(F)F)n2ncc(C(=O)N3CCC(C(N)=O)CC3)c2n1
(40) CCc1cc(C(=O)NNC(=S)Nc2cc(C)ccc2C)cs1
compound no.,33,34,35,36,37,38,39,40
H69AR inhibit,94,93,50,27*,90,110,94,65
DAT uptake mod,0.12,-0.017,0.63,-0.23,.,0.0049,-0.83,1
S1P2 agonist,-7,-6,-6,-6,-3,-10,1,-6
Lung fibro prol,92,98,97,91,104,95,102,102
PostGolgi yeast,8,2,.,-3,-4,-5,2,.
E coli WT exp,8,6,.,15,11,2,-5,.
PostGolgi ctrl,8,7,.,13,2,22,1,.
S1P2 blocker,-7,5,2,-13,9,9,8,0
HUVEC inhibit,99,93,90,79,108,104,96,109

# Quoted at random: two records from the list
(34) Nc1cccc(-n2nncc2-c2ccccc2)c1
(40) CCc1cc(C(=O)NNC(=S)Nc2cc(C)ccc2C)cs1
compound no.,34,40
H69AR inhibit,93,65
DAT uptake mod,-0.017,1
S1P2 agonist,-6,-6
Lung fibro prol,98,102
PostGolgi yeast,2,.
E coli WT exp,6,.
PostGolgi ctrl,7,.
S1P2 blocker,5,0
HUVEC inhibit,93,109

# (list continues)
(41) COc1ccc(N(CN2C(=O)C3C4C=CC(C4)C3C2=O)C(=O)c2ccco2)cc1 (configuration not stated)
(42) O=C(C1CCCCC1)N1CCN=C1SCc1cccnc1
(43) O=C(Cc1ccccc1)NCC(=O)OCC(=O)c1cccs1
(44) CCS(=O)(=O)N1CCN(C(=O)C(c2ccccc2)c2ccccc2)CC1
(45) C=CCn1cc(-c2ccc(Cl)cc2)cc(C#N)c1=O
(46) FC(F)(F)c1cc(-c2ccco2)nc(-n2cnc3ccccc32)n1
(47) COCCNC(=O)c1ccc(CS(=O)(=O)c2ccc(Cl)cc2)o1
(48) O/N=C/c1cc(Cl)ccc1OCc1cccc2ccccc12
compound no.,41,42,43,44,45,46,47,48
H69AR inhibit,100,86,.,99,94,25*,94,.
DAT uptake mod,.,0.32,-0.78,0.099,-1.5,-0.55,-1.3,-0.42
S1P2 agonist,-4,-3,-5,-4,-6,-4,-4,4
Lung fibro prol,88,82,.,101,106,95,93,.
PostGolgi yeast,-17,2,1,5,-2,-4,10,24
E coli WT exp,-2,2,2,2,-6,-4,0,-7
PostGolgi ctrl,4,6,0,4,12,16,10,61*
S1P2 blocker,-8,5,20,-7,-5,0,3,-10
HUVEC inhibit,102,87,.,100,101,82,91,.

(49) Cc1ccc(C)c(-n2c(SCC(=O)N3CCCC3)nnc2-c2ccccn2)c1
(50) O=C(NCCN1CCN(C(=O)NC2CCCCC2)CC1)NC1CCCCC1
(51) COc1ccccc1OCCSc1nc(N)cc(N)n1
(52) O=C(NC1=NCCS1)C1CC(=O)N(c2ccccc2)C1 (configuration not stated)
(53) CCOc1c(OC(C)=O)ccc(/C=C2\N=C(SCC)SC2=O)c1[N+](=O)[O-]
(54) O=C1c2ccccc2CC1Sc1nnc(-c2ccccn2)o1 (configuration not stated)
(55) O=C(CN1CCCCCC1)N1c2ccccc2C=Cc2ccccc21
(56) CC1CCc2nn(CC(=O)NC3CCCC3)cc2C1 (configuration not stated)
compound no.,49,50,51,52,53,54,55,56
H69AR inhibit,87,92,92,93,.,70,89,98
DAT uptake mod,0.098,-1,-0.39,0.2,-0.65,0.7,0.084,0.25
S1P2 agonist,-7,.,-1,-6,-2,-10,-8,-6
Lung fibro prol,107,99,94,102,.,93,95,105
PostGolgi yeast,-7,-1,.,0,-4,-4,-8,2
E coli WT exp,-4,7,.,-3,-13,1,0,-6
PostGolgi ctrl,26,-3,.,4,26,-1,5,7
S1P2 blocker,-9,.,4,-2,0,5,2,6
HUVEC inhibit,93,95,103,98,.,89,95,97

(57) O=c1cc(O)n(-c2ccc(F)cc2)c(=S)[nH]1
(58) CCOc1ccc(C(=S)N2CCOCC2)cc1
(59) COC(=O)c1ccccc1NS(=O)(=O)c1cn(C)c(=O)n(C)c1=O
(60) O=C(CSc1nnc(CNC(=O)c2cccs2)o1)Nc1ccc2c(c1)OCO2
(61) O=C(NC1CCCCC1)N1CCN(c2ncccn2)CC1
(62) Cc1cc(S(=O)(=O)N2CCCC2)ccc1OCC(=O)NCc1ccco1
compound no.,57,58,59,60,61,62
H69AR inhibit,100,95,98,83,98,100
DAT uptake mod,-1,0.21,0.28,-1.2,0.56,-0.59
S1P2 agonist,-1,1,-6,-7,-4,-4
Lung fibro prol,96,100,101,103,100,100
PostGolgi yeast,-2,20,-3,-5,9,2
E coli WT exp,-2,10,0,5,0,2
PostGolgi ctrl,0,-7,7,-4,2,5
S1P2 blocker,5,-9,-5,-1,7,15
HUVEC inhibit,102,102,94,98,96,93
